Source: PubChem BioAssay
CHO parental Ca: ATP-evoked calcium signal inhibitors, parental CHO, primary screen, counter-screen for OX1R antagonist project, cell-based, fluorescence, Fluo-8 calcium dye | parental CHO-K1, ATP-induced calcium, Fluo-8 fluorescence | inhibition, % at 5.6 µM | hit rate 0.63% among 330,000;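 active = inhibition above that plate's mean sample inhibition plus 3 SD, cut at about 26% in these data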;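 note: 0% = ATP-challenged DMSO wells and 100% = DMSO wells without ATP; some compounds past the cut are filed as inactive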
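material = parental CHO cells | also added = ATP as calcium-mobilizing challenge | dosing = single point at 5.6 µM | detection = intracellular calcium via Fluo-8 no-wash fluorescent dye | read-out = % inhibition | benchmarks = low control ATP plus DMSO, high control DMSO only | repeats = one well per compound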
CHRM1 PAM: human M1 muscarinic receptor positive allosteric modulators, primary screen, CHO-K1 cells, Fluo-8 calcium fluorescence, 1536-well. Muscarinic acetylcholine receptor M1 (Homo sapiens), P11229. activation, % at 3 µM. AID 588819, 2011. CHO-K1 hM1, ACh EC20; 0% = ACh EC20, 100% = maximal ACh. hit rate 0.088% among 360,000; in the data active = activation above about 19%, passing the limit was not always enough
Target sequence (P11229 whole entry, looked up): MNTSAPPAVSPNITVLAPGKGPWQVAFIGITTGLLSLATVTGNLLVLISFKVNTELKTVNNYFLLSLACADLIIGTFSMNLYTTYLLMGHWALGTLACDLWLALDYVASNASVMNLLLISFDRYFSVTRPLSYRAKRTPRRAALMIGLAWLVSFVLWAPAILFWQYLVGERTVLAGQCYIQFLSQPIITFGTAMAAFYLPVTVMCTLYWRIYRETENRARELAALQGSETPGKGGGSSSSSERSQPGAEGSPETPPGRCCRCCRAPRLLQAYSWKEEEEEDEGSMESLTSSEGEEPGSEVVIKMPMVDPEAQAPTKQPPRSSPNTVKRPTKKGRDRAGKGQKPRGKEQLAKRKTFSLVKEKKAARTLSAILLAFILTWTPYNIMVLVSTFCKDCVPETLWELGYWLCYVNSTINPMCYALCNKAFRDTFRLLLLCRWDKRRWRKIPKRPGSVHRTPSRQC
TAAR1 antagonist: human TAAR1 antagonists, primary screen, Fluo-8 calcium fluorescence, CHO RD-HGA16 cells. Trace amine-associated receptor 1 (Homo sapiens), Q96RJ0. antagonist. inhibition, % at 3 µM. hit rate 1.5% among 360,000. AID 624466, 2012;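 active = inhibition above a per-plate cutoff, the mean inhibition of test compounds on that plate plus 3 SD, cut at about 49% in these data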;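 note: 0% = DMSO plus EC80 beta-PEA response and 100% = DMSO alone without agonist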
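System: RD-HGA16 CHO cells with stable hTAAR1 and Gα16 | Probe or stimulus: EC80 β-phenethylamine stimulus | Dosing: 3 µM, single point | Times: Dye loading 75 min at 37 °C, then 30 min room temperature | Measured by: Fluo-8 calcium-sensitive fluorescence | Read-out basis: % inhibition of agonist calcium response | Replicates: n of 1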
V1aR counter: agonists of human V1a receptor, primary screen, counter-screen for OXTR agonist project, fluorescence, CHO-V1R cells. activation, % at 3 µM. hit rate 0.25% among 320,000. Fluo-8 calcium fluorescence, agonist mode; 0% DMSO, 100% 3 nM vasopressin. AID 2797, 2010;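 active = activation above the mean activation of all tested compounds plus 3 SD, per screening run, cut at about 20% in these data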;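 note: signal is peak over basal fluorescence ratio across a 100 second FLIPR read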
Target sequence (P37288 whole entry, looked up): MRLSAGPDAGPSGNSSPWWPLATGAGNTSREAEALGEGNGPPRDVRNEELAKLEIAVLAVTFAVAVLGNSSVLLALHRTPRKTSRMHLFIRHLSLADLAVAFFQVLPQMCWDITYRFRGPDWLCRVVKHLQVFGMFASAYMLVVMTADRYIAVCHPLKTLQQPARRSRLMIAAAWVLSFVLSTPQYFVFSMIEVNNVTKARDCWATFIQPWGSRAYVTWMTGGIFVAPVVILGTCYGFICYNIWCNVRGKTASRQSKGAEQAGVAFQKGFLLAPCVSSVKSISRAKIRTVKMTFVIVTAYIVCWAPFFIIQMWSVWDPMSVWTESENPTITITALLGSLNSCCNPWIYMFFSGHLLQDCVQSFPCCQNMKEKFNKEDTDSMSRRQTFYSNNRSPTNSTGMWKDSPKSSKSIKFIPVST
TAAR1 agonist: human TAAR1 agonists, primary screen, Fluo-8 calcium fluorescence, CHO RD-HGA16 cells | Trace amine-associated receptor 1 (Homo sapiens), Q96RJ0 | vehicle wells 0%, saturating PEA agonist 100% | activation, % at 3 µM | hit rate 0.99% among 360,000 | AID 624467, 2012;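 active = activation above the mean activation of all test compounds in the run plus 3 SD, cut at about 38% in these data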
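System: CHO RD-HGA16 cells carrying human TAAR1 plus Gα16; Incubation: 17-24 h seeding, 75 min 37 °C dye, 30 min RT; Measured by: Fluo-8 fluorescence, 5 s baseline then 140 s kinetic read; Control set: DMSO and PEA EC100; Replication: single well for each compound.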
M1 antag: human M1 muscarinic receptor antagonists, primary screen, CHO-K1 cells, Fluo-8 calcium fluorescence, 1536-well. CHO-K1 hM1, ACh EC80 antagonist. inhibition, % at 3 µM. hit rate 1.3% among 360,000. AID 588852, 2011;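 active = percent inhibition above its own plate's cutoff, namely the mean of that plate's compound wells plus 3 SD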;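 note: peak over basal fluorescence ratio during 140 s after agonist addition; 0% = ACh EC80 plus DMSO and 100% = DMSO alone without agonist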
M1 ag: human M1 muscarinic receptor agonists, primary screen, Fluo-8 calcium fluorescence, CHO-K1 cells, HTS; Muscarinic acetylcholine receptor M1 (Homo sapiens), P11229; CHO-K1 hM1, agonist mode; 0% DMSO, 100% acetylcholine EC100; activation, % at 3 µM; hit rate 0.33% among 360,000; AID 588814, 2011;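 active = activation above the run's mean compound activation plus 3 SD, cut at about 16% in these data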;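 note: peak over basal fluorescence ratio within a 140 s kinetic read after compound addition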
OXTR potentiator: human OXTR potentiators, primary screen, fluorescence, CHO-OTR cells, Fluo-8 calcium. activation, % at 3 µM. hit rate 0.061% among 320,000. Oxytocin receptor (Homo sapiens), P30559. Fluo-8 calcium fluorescence, potentiator mode; 0% = oxytocin EC15, 100% = EC100;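 active = activation above that plate's cutoff, the mean activation of tested compounds plus 3 SD, cut at about 6.6% in these data, passing the limit was not always enough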;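 note: 100% uses oxytocin at 75 nM as the full agonist control; some results filed as inactive read as strong as hits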
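Material: human OTR in CHO cells. Compound: 3.0 µM, one dose. Timing: compound 6 min at room temperature before oxytocin, 100 s read. Evaluation: % activation of max/min ratio relative to oxytocin controls. Replication: single well per compound, singlicate. Signal: Fluo-8 calcium dye fluorescence.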
OXTR ag: human OXTR agonists, primary screen, fluorescence, CHO-OTR cells, Fluo-8 calcium. Oxytocin receptor (Homo sapiens), P30559. Fluo-8 calcium fluorescence; normalized: DMSO 0%, oxytocin 100%. activation, % at 3 µM. hit rate 0.32% among 320,000. AID 2435, 2010;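 active = activation above the mean of all tested compounds plus 3 SD, cutoff set per screening run, cut at about 20% in these data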;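 note: peak over basal fluorescence ratio from a 100 s FLIPR kinetic read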
* marks the source's active call; other numbers are inactive results; nt = no result given.

SMILES	CHO parental Ca	CHRM1 PAM	TAAR1 antagonist	V1aR counter	TAAR1 agonist	M1 antag	M1 ag	OXTR potentiator	OXTR ag
O=C1C=CC(=O)N1c1ccc(Nc2ccccc2)cc1	nt	16	-2	nt	-1	-29	2	nt	nt
Cc1ccc2c(c1)c1c3n2CCN(CCC#N)C3CCC1 (configuration not stated)	nt	-1	-10	nt	-1	-3	-6	nt	nt
Cc1ccc(CN2CCC(CO)(CC3CCCCO3)CC2)o1 (configuration not stated)	10	4	3	-0.1	11	0	-9	-5	0.3
CCOc1ccccc1N(CC(=O)N1CCC(C)CC1)S(=O)(=O)c1ccc(C)cc1	-9	-16	-1	1.6	-3	32*	-7	-9	-0.8
CCC(=O)c1ccc(N2CCCC2)c(F)c1	-32	-4	-19	0.7	9	-1	-6	-11	-1.4
Cc1ccc(NC(=O)C2C3CC4OC(=O)C2C4C3)cc1Cl (configuration not stated)	-14	-3	-1	0.5	14	-23	0	-10	-1.1
COc1ccc(NC2=NCCC2)cc1	-3	2	-9	1.0	2	1	0	2	0.0
CCOc1ccccc1NC(=O)CSc1nnc(Cn2c(=O)sc3ccccc32)n1C	-20	-2	-39	-1.0	2	-4	-1	-4	-1.1
Cc1ccc(C(=O)/C=C/N(C)C)o1	-12	9	3	0.7	0	-4	-6	-10	-0.4
Cc1cccc(CC2CC(=O)N(c3nc4ccccc4s3)C2=O)c1 (configuration not stated)	-4	6	-4	0.1	2	-11	-4	8	0.1
COC(=O)CSc1nc2c(cnn2-c2ccc(F)cc2)c(=O)[nH]1	2	5	-5	-0.2	10	-8	-3	-9	0.3
O=C(NC1CCN(C(=S)NCc2ccco2)CC1)C12CC3CC(CC(C3)C1)C2	-18	-2	13	1.6	4	5	-2	-3	2.5
Cc1ccc(-c2cc(C)nc3ncnn23)cc1	3	13	-27	0.1	-2	-23	-8	2	-1.5
CCC(Oc1ccccc1)C(=O)Nc1ccc(S(=O)(=O)Nc2ncccn2)cc1 (configuration not stated)	-3	9	-11	0.5	1	-15	-1	-4	0.4
O=C(CSc1ncccn1)NCc1ccc(Cl)cc1	-4	13	-4	2.7	12	-15	-5	-2	-0.9
CCOCCc1nnc(NC(=O)c2cc(OC)c(OC)c(OC)c2)s1	-15	0	7	0.9	1	0	-3	3	-0.8
COC(=O)C1(Cc2cc(-c3ccc(OC)cc3OC)no2)CCN(C(=O)OC(C)(C)C)CC1	-19	-5	26	2.4	4	6	-6	-18	-1.4
O=[N+]([O-])c1cc([N+](=O)[O-])c2cc3ccccc3nc2c1	0	3	-4	-1.1	2	1	-6	6	0.0
N#CC(CCc1ccc([N+](=O)[O-])cc1)(CCc1ccc([N+](=O)[O-])cc1)C(N)=O	nt	-9	35	nt	5	4	1	nt	nt
COc1ccc(CCNC(=O)CN2CCC(C(N)=O)CC2)cc1	-4	7	6	0.4	10	-1	-1	-9	0.6

Complete entries, looked up by structure. Order of values: CHO parental Ca, CHRM1 PAM, TAAR1 antagonist, V1aR counter, TAAR1 agonist, M1 antag, M1 ag, OXTR potentiator, OXTR ag
CCC(Oc1ccccc1)C(=O)Nc1ccc(S(=O)(=O)Nc2ncccn2)cc1 (configuration not stated) reads -3, 9, -11, 0.5, 1, -15, -1, -4, 0.4
Cc1cccc(CC2CC(=O)N(c3nc4ccccc4s3)C2=O)c1 (configuration not stated) reads -4, 6, -4, 0.1, 2, -11, -4, 8, 0.1
COc1ccc(CCNC(=O)CN2CCC(C(N)=O)CC2)cc1 reads -4, 7, 6, 0.4, 10, -1, -1, -9, 0.6

Remaining list, next part.
SMILES	CHO parental Ca	CHRM1 PAM	TAAR1 antagonist	V1aR counter	TAAR1 agonist	M1 antag	M1 ag	OXTR potentiator	OXTR ag
NC(=O)c1coc(-c2ccccc2)n1	12	5	13	-0.6	1	-9	-5	-1	-0.3
O=C(NC(=S)N1CCN(c2ccccn2)CC1)c1ccco1	2	11	-7	-0.2	6	-4	-5	-13	-0.9
COc1ccc(N2CC(=O)N(c3ccccc3)C2=S)cc1	-10	10	9	-0.5	2	-9	-5	-6	-1.0
Cc1ccc(NC(=O)c2ccc(CSc3nnc(-c4ccncc4)n3C)cc2)cc1	-17	4	-1	0.2	3	-5	-4	-3	0.6
CCCCNC(=O)NNC(=O)c1ccco1	-3	5	-12	0.0	2	-4	-3	-1	0.7
Cc1cc(=O)oc2cc(Oc3ccc([N+](=O)[O-])cc3C(F)(F)F)ccc12	-26	-5	2	-0.6	2	-20	-5	-10	-1.4
Cc1ccc2oc(=O)c3cnn(CC(=O)N4CCN(c5ccccn5)CC4)c3c2c1	-6	-8	46	0.8	11	5	-2	-5	1.1
CCC1=Nc2cc(C(=O)NCc3ccco3)ccc2Sc2ccc(C)cc21	-10	6	-5	-0.6	-1	-10	-4	-3	-1.1
CCc1nc(Cl)c(C#N)c2c1CSC(C)(C)C2	-13	5	0	-0.7	-4	-8	-11	6	-2.4
Cc1c(NC(=O)C(C)OC(=O)c2ccc([N+](=O)[O-])cc2Cl)c(=O)n(-c2ccccc2)n1C (configuration not stated)	nt	5	-5	nt	1	-9	-4	nt	nt
Cc1csc(C(=O)O)c1NC(=O)c1ccc(F)cc1	3	3	-8	0.6	0	1	-3	-1	1.3
CCOC(=O)C1=C(NC(=O)c2ccc(Br)o2)Nc2ccccc2N=C1	-8	0	19	-0.1	2	4	-4	-1	-0.4
O=C(CSc1nc2ccccc2c(=O)n1CCC(=O)N1CCN(c2ccccc2)CC1)NCC1CCCO1 (configuration not stated)	-13	10	-9	-0.8	1	-7	-5	2	-0.7
CN(Cc1ccccc1)c1oc(-c2ccco2)nc1C#N	1	4	2	-1.7	4	-10	-6	9	-2.2
CCC(Oc1ccccc1)C(=O)NC1CCCCCC1 (configuration not stated)	-33	-8	-9	-0.6	5	5	-6	-2	-2.1
CCc1nnc(NC(=O)CCc2c[nH]c3ccccc23)s1	-5	0	12	1.4	1	9	-8	-7	-0.3
Cc1ccc(C(C(=O)NC2CCCCC2)N(Cc2cccnc2)C(=O)C2COc3ccccc3O2)o1 (configuration not stated)	-27	13	20	1.2	14	-5	2	-9	-2.8
O=C(O)COc1ccc(Br)cc1/C=N/O	-6	7	5	-0.1	0	-9	0	-8	0.0
N#Cc1ccc(C(=O)N2CCC3CC2c2cc(-c4ccccc4)ccc23)cc1 (configuration not stated)	nt	-1	-14	nt	0	4	-4	nt	nt
O=C(c1cccs1)N(Cc1ccco1)c1nc(-c2ccc(F)cc2)cs1	-18	4	23	2.4	8	-6	-2	-11	1.4
N/C(Cc1ccc([N+](=O)[O-])cc1)=N\OC(=O)c1cccc(Br)c1	-18	2	12	-0.1	11	-6	-9	-9	-0.2
O=C(N/N=C/c1c[nH]c2ccc(Br)cc12)c1ccccn1	18	3	12	-0.2	1	2	-3	-13	-0.5
O=C(Oc1ccccc1-c1nnco1)c1ccccc1	-9	10	19	-0.1	0	-9	-3	-1	-0.5
Cc1cc(C)cc(C(=O)NCCn2cc(SCC(=O)N3CCOCC3)c3ccccc32)c1	-9	-7	-6	0.3	3	3	-3	-7	-1.7
C=CCn1c(-c2cc(-c3ccc(C)cc3)nc3ccccc23)n[nH]c1=S	-21	5	9	-2.0	3	-7	-5	2	-2.3
Cn1c(=O)oc2cc(S(=O)(=O)Nc3cccc(C(=O)O)c3)ccc21	-1	6	2	1.6	5	-5	-4	-8	-0.3
Cc1cnc(NC(=O)c2sc3ccccc3c2Cl)s1	1	-7	7	0.0	4	6	-2	-8	-0.1
CCCCn1c(=O)c(C(C)=O)c(O)c2ccccc21	-28	6	-19	-1.1	-1	-13	-4	-3	-2.2
Cc1ccc(/C=C/C(=O)Nc2ccc([N+](=O)[O-])cc2)o1	6	-2	-31	6.8	3	-14	-1	-10	6.3
CC(C)c1nnc(SCc2ccc(CSc3nnc(C(C)C)n3N)cc2)n1N	-5	7	-13	0.4	4	-39	-1	1	-0.1
Cn1nc(-c2ccc(Cl)cc2)c2cc(C(=O)NCC3CCCO3)sc21 (configuration not stated)	-11	3	6	-0.5	-2	-4	-3	-5	-1.5
CCOC(=O)C1=CCN(S(=O)(=O)c2ccc(F)cc2)C1c1cccc(C)c1 (configuration not stated)	nt	-4	-4	nt	-1	1	-11	nt	nt
O=C(C1CCC(Cn2c(=O)[nH]c3ccccc3c2=O)CC1)N1CCN(c2ccccc2)CC1 (configuration not stated)	-3	-1	-11	0.5	-1	5	-2	-8	0.3
O=S(=O)(Nc1nc2ccc(Cl)cc2s1)c1cccs1	-4	2	nt	-0.9	nt	-8	-3	-11	0.1
C[C@@H]1CN([C@H](C)CO)C(=O)c2c(c3ccccc3n2C)-c2ccccc2CO[C@@H]1CN(C)C(=O)Nc1ccccc1C(F)(F)F	nt	3	0	nt	1	-15	0	nt	nt
CC(C)c1ccc(NC(=O)c2cc([N+](=O)[O-])ccc2N2CCOCC2)cc1	-17	-6	-19	9.0	0	10	-5	-6	-0.4
Cc1cccnc1NC(=O)c1ccc2c(c1)NC(=O)C(C)S2 (configuration not stated)	-4	1	1	0.4	1	-2	1	-3	2.3
C=CCN1C(=O)c2ccc(C(=O)N(C)CC(=O)Nc3cccc(F)c3)cc2C1=O	-9	2	-12	4.2	3	-2	-2	1	2.3
C[C@H]1CCCCO[C@H](CN(C)S(=O)(=O)c2cn(C)cn2)[C@@H](C)CN([C@@H](C)CO)C(=O)c2cc(NS(=O)(=O)c3ccccc3)ccc2O1	nt	6	-9	nt	1	-7	-8	nt	nt
CC(C)Oc1ccc(Cc2n[nH]c(=S)n2Cc2ccccc2)cc1Cl	-21	-6	11	-0.2	-2	9	-4	-20	-2.6
C=CCc1cc(/C=C2/NC(=O)N(CC(=O)OC)C2=O)cc(OC)c1O	-13	16	8	1.6	1	-9	0	-10	0.8
CCOc1ccc(N(CC(=O)Nc2ccccc2)S(C)(=O)=O)cc1	-16	5	0	0.3	1	-7	2	2	0.2
Clc1nc2ccccc2nc1-c1ccccc1	-7	21	-6	-0.5	4	-29	1	-13	-2.7
